Assay outcomes (PubChem)
GLA spleen mod = inhibitors or activators of human alpha-galactosidase in spleen homogenate. human spleen homogenate, 4MU-alpha-Gal fluorescence, 40 min. hit rate 0.008% among 240,000. P06280. Potency, µM (series often up to 80 µM), inactives show at the highest dose activity change, negative = inhibition, usual class: inhibitors;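 note: 0% = enzyme with vehicle and -100% = no enzyme basal signal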
Target sequence (P06280 32-429 limits assumed): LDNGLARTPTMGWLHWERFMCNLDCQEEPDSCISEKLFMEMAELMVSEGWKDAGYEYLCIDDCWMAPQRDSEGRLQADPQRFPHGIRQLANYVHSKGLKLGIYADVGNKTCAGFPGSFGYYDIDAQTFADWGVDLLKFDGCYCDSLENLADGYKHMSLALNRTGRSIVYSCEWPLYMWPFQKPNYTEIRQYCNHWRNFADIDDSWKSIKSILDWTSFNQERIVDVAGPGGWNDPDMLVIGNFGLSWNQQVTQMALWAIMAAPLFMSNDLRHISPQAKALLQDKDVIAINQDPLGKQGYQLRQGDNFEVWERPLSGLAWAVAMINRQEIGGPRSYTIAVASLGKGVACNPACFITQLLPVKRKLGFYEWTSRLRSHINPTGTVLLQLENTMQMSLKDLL
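Fluorogenic readout (Ex 365/Em 440 nm) of 4-methylumbelliferone released from 1 mM 4-MU-alpha-galactoside by spleen homogenate, 40 min at 37C, pH 5.0. Data normalized to no-enzyme and enzyme controls; Hill-equation AC50 from compound titrations.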
GAA inh = alpha-glucosidase (human) inhibition; hit rate 0.005% among 200,000; AID 1466; P10253; Potency, µM (top dose mostly 76.9 µM), for inactives: at the highest dose activity change, negative = inhibition, usual class: inhibitors; purified human GAA, 4-MU-alpha-glucoside fluorescence;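 note: plate controls were uninhibited enzyme wells for no effect and no-enzyme background for full effect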
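Enzyme (4 nM final) mixed with compound (up to 77 uM), then 4-MU-alpha-D-pyranoside (400 uM final) added; 20 min at room temperature, pH 5.0. Reaction stopped at pH 10, fluorescence read, AC50 derived by Hill fit.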
Tau fibril ThT = tau fibrillization inhibition (ThT binding) | P10636 | recombinant tau K18 P301L, heparin-induced fibrillization, ThT fluorescence | Potency, µM (highest dose often 57.4 µM), inactives show top-dose activity, negative = inhibition, usual class: inhibitors | hit rate 2.1% among 270,000; note: % is set by controls: 0 for no effect and ±100 for the full control effect; nearly all actives have a fitted effect of over 55% in size
Target sequence (P10636 561-689 P618L limits assumed): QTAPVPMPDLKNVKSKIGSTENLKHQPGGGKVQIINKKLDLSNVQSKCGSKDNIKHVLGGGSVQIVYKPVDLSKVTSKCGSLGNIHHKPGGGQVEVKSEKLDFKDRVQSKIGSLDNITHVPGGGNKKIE
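Tau K18 P301L fragment (15 uM unlabeled plus 0.24 uM Alexa 594-labeled) in 100 mM sodium acetate pH 7 with compound, fibrillization induced by 20 uM heparin for 6 hr at 37 C. Thioflavin T (30 uM) added, fluorescence read after 1 hr (ex 450, em 510 nm).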
GAA spleen mod = lysosomal alpha-glucosidase (human) modulation. P10253. human spleen homogenate, 4-MU-alpha-glucoside fluorescence. Potency, µM (top dose mostly 79.9 µM), for the others: top-dose activity change, negative = inhibition, usual class: inhibitors. hit rate 0.006% among 240,000. AID 2112;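 note: 0% = enzyme with vehicle and -100% = no enzyme basal signal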
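Human spleen homogenate (1 ug) with 4-methylumbelliferyl-alpha-D-glucopyranoside (1 mM final) in 50 mM citrate/phosphate pH 5.0, 0.01% Tween-20; 40 min at 37 C. Stopped at pH 10; 4-MU fluorescence Ex 365/Em 440 nm; AC50 by Hill fit.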
Tau fluor counter = counter-screen for tau fibril formation inhibitors; tau K18 P301L Alexa594 fluorescence, heparin fibrillization; Potency, µM (top dose mostly 57.7 µM), for inactives: at the highest dose activity change, negative = decrease; hit rate 0.93% among 280,000; AID 1463; note: % is set by controls: 0 for no effect and ±100 for the full control effect; nearly all actives have a fitted effect of over 55% in size
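Human tau K18 P301L (15 uM unlabeled, 0.24 uM Alexa 594-labeled) in 100 mM sodium acetate pH 7 with 20 uM heparin, 6 hr at 37 C. ThT 30 uM added, 1 hr ambient; Alexa 594 FP and total fluorescence read at 555/632 nm.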
HTT ATP protect = protects HTT-Q103 PC12 cells, measured by ATP; PC12 HTT-Q103 induced, cytoprotection, ATP luminescence, 40 h; Potency, µM (highest dose often 56.4 µM), inactives show cytoprotection (ATP increase), usual class: activators; hit rate 0.14% among 230,000;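 note: % of control where 0% means no effect; nearly all actives have a fitted effect of over 45% in size; toxic huntingtin expression switched on by the ecdysone agonist tebufenozide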
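Rat PC12, Q103 Htt exon1-GFP fusion, ecdysone promoter; tebufenozide inducer 100 nM final; compound titration; qHTS, 1500 cells/well; ATPlite luminescent read.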
Tau FP inhib = tau fibrillization inhibition (FP); hit rate 0.39% among 280,000; K18 P301L tau heparin fibrillization, Alexa594 FP, 6 h; Potency, µM (titrated, usually from 57.7 µM), for the others: top-dose activity, negative = inhibition, usual class: inhibitors; note: % is set by controls: 0 for no effect and ±100 for the full control effect; nearly all actives have a fitted effect of over 55% in size
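K18 P301L tau (15 uM unlabeled/0.24 uM Alexa 594-labeled, final) + compound + heparin 20 uM final; 100 mM NaOAc pH 7; 6 hr 37 C; ThT 30 uM final added, 1 hr RT; FP ex 555/em 632 nm.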
GAA glycogen = alters human alpha-glucosidase cleavage of glycogen; Potency, µM (top dose mostly 76.4 µM), for the others: top-dose activity change, negative = inhibition, hits mostly inhibitors; hit rate 0.38% among 300,000; recombinant GAA, glycogen substrate, Amplex Red glucose oxidase fluorescence;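 note: 0% = full enzyme reaction and -100% = no-enzyme basal signal; the screen sought inhibitors and activators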
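qHTS, 1536-well; enzyme 4 nM final; cpd up to 77 uM; substrate bovine liver glycogen 30 ug; 50 mM citrate/phosphate pH 5.0, 0.01% Tween-20; 37 C, 40 min; Amplex Red detection 45 min RT; Hill fit → AC50.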
Numbers without * were called inactive; ? = inconclusive; nt = not tested or not shown; & = joins results of further samples; [ ] = dose if it differs, or a comment. Calls come from the whole dose curve; as a rule, active = well fitted curve in the direction sought with a large enough effect; inconclusive = small, poorly fitted or top-dose-only effect, or another doubt; inactive = no such curve, though single readings can be large; an effect the other way counts as inactive or inconclusive. Potency is the fitted concentration of half-maximal effect.

SMILES | GLA spleen mod | GAA inh | Tau fibril ThT | GAA spleen mod | Tau fluor counter | HTT ATP protect | Tau FP inhib | GAA glycogen
COc1ccc(/C=N/NC(=O)c2cc(-c3ccccc3OC(C)C)nc3ccccc23)cc1CN1CCOCC1 | -4% | 1% | -16% | -9% | -16% | 17%[10 µM] | -3% | 11%
COc1cc(C(=O)NCC2CCCO2)cc(OC)c1OC (stereo unspecified) | 6% | 2% | -14% | 1% | 0% | 19%[10 µM] | 1% | -2%
CCOc1ccc(OCC)c(NC(=O)CSc2nc3c(c(=O)n(C)c(=O)n3C)n2CC)c1 | 10% | -8% | -4% | 2% | -6% | -1%[10 µM] | 5% | -6%
COc1cc(/C=C2/SC(=Nc3ccc(O)cc3)NC2=O)cc(OC)c1O | -29% | ? | ? | ? | -1% | -19% | 15% | -7%
O=C(COC(=O)c1cc(-c2cccc(Br)c2)nc2ccccc12)NCC1CCCO1 (stereo unspecified) | 4% | -9% | ? | 0% | ? | -76%[inhibitor] | -5% | -7%
O=S1(=O)N=C(N2CCN(Cc3ccc4c(c3)OCO4)CC2)c2ccccc21 | -15% | -10% | -3% | 0% | 4% | 21% | -2% | 4%
O=C(O)COc1ccccc1/C=N/NC(=O)c1cc(-c2ccccc2)nc2ccccc12 | 13% | nt | nt | 1% | -5% | 21%[10 µM] | -3% | -10%
Cc1c(-c2ccccc2)oc2c(C(=O)N3CCN(c4ccc([N+](=O)[O-])cc4)CC3)cccc2c1=O | 7% | -4% | 8% | -1% | 5% | -25%[10 µM] | 8% | -1%
CCCC(=Nc1ccccc1OC)C1=C(O)CC(c2ccccc2)CC1=O (stereo unspecified) | -6% | -8% | -6% | -2% | 1% | nt | -12% | 3%
Cc1ccccc1OCC(=O)Nc1nnc(S(=O)(=O)N2CCCCCC2)s1 | nt | nt | 3.2µM* | nt | -25% | nt | -2% | -1%[76.3 µM]
CCN(CCCNC(=O)c1cc2cc3ccc(OC)cc3nc2s1)c1cccc(C)c1 | nt | nt | ? | nt | ? | nt | 5% | 13%[76.3 µM]
CN(Cc1ccccc1)CC(O)COc1ccc(CNCc2ccc(Cl)s2)cc1 (stereo unspecified) | -26% | ? | -15% | 0% | -16% | -12%[10 µM] | -5% | 14%
CN1CCC(NC(=S)Nc2cccc([N+](=O)[O-])c2)CC1 | -9% | 1% | -12% | 1% | -9% | nt | -2% | 10%
Cc1ccc(CN(C(=O)c2ccccc2)c2ccccn2)o1 | nt | nt | -7% | nt | -10% | nt | 0% | -6%[76.3 µM]
O=C(OCC(=O)N1CCOCC1)c1ccc(Cl)nc1 | 1% | -6% | -8% | 5% | -7% | -2% | -8% | 1%

Compounds shown so far containing sulfur (seven):
SMILES | GLA spleen mod | GAA inh | Tau fibril ThT | GAA spleen mod | Tau fluor counter | HTT ATP protect | Tau FP inhib | GAA glycogen
CCOc1ccc(OCC)c(NC(=O)CSc2nc3c(c(=O)n(C)c(=O)n3C)n2CC)c1 | 10% | -8% | -4% | 2% | -6% | -1%[10 µM] | 5% | -6%
COc1cc(/C=C2/SC(=Nc3ccc(O)cc3)NC2=O)cc(OC)c1O | -29% | ? | ? | ? | -1% | -19% | 15% | -7%
O=S1(=O)N=C(N2CCN(Cc3ccc4c(c3)OCO4)CC2)c2ccccc21 | -15% | -10% | -3% | 0% | 4% | 21% | -2% | 4%
Cc1ccccc1OCC(=O)Nc1nnc(S(=O)(=O)N2CCCCCC2)s1 | nt | nt | 3.2µM* | nt | -25% | nt | -2% | -1%[76.3 µM]
CCN(CCCNC(=O)c1cc2cc3ccc(OC)cc3nc2s1)c1cccc(C)c1 | nt | nt | ? | nt | ? | nt | 5% | 13%[76.3 µM]
CN(Cc1ccccc1)CC(O)COc1ccc(CNCc2ccc(Cl)s2)cc1 (stereo unspecified) | -26% | ? | -15% | 0% | -16% | -12%[10 µM] | -5% | 14%
CN1CCC(NC(=S)Nc2cccc([N+](=O)[O-])c2)CC1 | -9% | 1% | -12% | 1% | -9% | nt | -2% | 10%

Carrying on.
SMILES | GLA spleen mod | GAA inh | Tau fibril ThT | GAA spleen mod | Tau fluor counter | HTT ATP protect | Tau FP inhib | GAA glycogen
CCONC(=O)Nc1ccccc1 | -4% | 2% | 11% | -6% | 5% | -1%[10 µM] | -6% | 10%
Cc1cccc(N2C(=O)c3cccc4c(N5CCCCC5)c([N+](=O)[O-])cc(c34)C2=O)c1C | -3% | -5% | -13% | -1% | -1% | -1%[10 µM] | 4% | 4%
CCC1=NN2C(=N)/C(=C/c3c(C)nn(-c4ccccc4)c3Cl)C(=O)N=C2S1 | -2% | -2% | -12% | 3% | 11% | nt | -3% | -7%
C[C@H](NC(=O)c1nc[nH]c1C(=O)N[C@@H](Cc1ccccc1)C(=O)OC(C)(C)C)c1ccccc1 | 11% | nt | -13% | 3% | ? | 6%[10 µM] | ? | -19%
CCc1ccccc1NC(=O)C(C)n1nc([N+](=O)[O-])c(Br)c1C (stereo unspecified) | -3% | 0% | -8% | -14% | 3% | 11% | 9% | 6%
Cc1ccc(NS(=O)(=O)c2cc(C(=O)NCCSC3CCCCC3)ccc2C)cc1 | -2% | ? | -5% | -4% | ? | 13%[10 µM] | ? | -15%
Oc1ccccc1/C=N/Nc1ncc(Br)cn1 | -6% | 3% | -6% | -11% | -8% | -46%[inhibitor][10 µM] | 14% | 8%
CC(=O)N1CCc2cc(S(=O)(=O)NCCC(=O)Nc3ccc4c(c3)OCCO4)ccc21 | 5% | -3% | 10% | 4% | 1% | 2% | 3% | 5%
O=C(c1cc2ccccc2s1)N1CCOCC1 | -13% | nt | 0% | -4% | 1% | -4%[10 µM] | 2% | 1%
CCCCOC(=O)c1ccc(NC(=O)c2cnccn2)cc1 | -2% | -12% | ? | 7% | -14% | -6%[0.074 µM] | 1% | 3%
COc1ccc2nc(/C=N/NC(=O)[C@@H]3CCCN3C(=O)OC(C)(C)C)ccc2c1 | 29% | nt | -11% | 14% | -10% | -2%[10 µM] | 6% | 5%
CC(C)C(NC(=O)c1ccco1)C(=O)OCc1cc([N+](=O)[O-])cc2c1OCOC2 (stereo unspecified) | -2% | -29% | 4% | 2% | -8% | -36%[inhibitor] | -1% | 9%
COc1cc(-c2cc(=O)c3c(O)cc(O)cc3o2)ccc1O | 4%&2% | nt | ? | -11%&3% | -16% | 12%[10 µM] | -15% | -5%
C=CCN1C=CC(=O)CC1 | 7% | nt | 4% | 4% | 8% | 12%[10 µM] | 6% | 6%
COc1c2ccoc2nc2c(OC)c(OCC(O)C(C)(C)O)ccc12 (stereo unspecified) | -3%&0%&20% | ? | 2%&4%&-8% | -6%&-4%&3% | 3%&-3%&-8% | -27% | -3%&-4%&-2% | 2%

Part of the list above, with values under each structure:
Each structure is followed by: GLA spleen mod	GAA inh	Tau fibril ThT	GAA spleen mod	Tau fluor counter	HTT ATP protect	Tau FP inhib	GAA glycogen
Cc1cccc(N2C(=O)c3cccc4c(N5CCCCC5)c([N+](=O)[O-])cc(c34)C2=O)c1C
 : -3%	-5%	-13%	-1%	-1%	-1%[10 µM]	4%	4%
CCC1=NN2C(=N)/C(=C/c3c(C)nn(-c4ccccc4)c3Cl)C(=O)N=C2S1
 : -2%	-2%	-12%	3%	11%	nt	-3%	-7%

(cont.)
SMILES | GLA spleen mod | GAA inh | Tau fibril ThT | GAA spleen mod | Tau fluor counter | HTT ATP protect | Tau FP inhib | GAA glycogen
O=C(O)c1ccccc1CSc1nnc2c(n1)[nH]c1ccccc12 | -1% | 0% | -11% | 4% | -4% | 10%[10 µM] | 0% | 7%
CN1CCN(c2oc(/C=C/c3ccccc3)nc2C#N)CC1 | ? | nt | nt | 18% | -2% | 41%[10 µM] | 3% | 7%
NC(=O)CC(NC(=O)Cc1cccc2ccccc12)c1ccc(NCc2ccc(F)cc2)c([N+](=O)[O-])c1 (stereo unspecified) | 5% | nt | ? | -5% | ? | -5%[10 µM] | -9% | 1%
CCOc1ccc(CCNC(=O)c2ccc3nc(N4CCC(C)CC4)sc3c2)cc1OCC | nt | nt | ? | nt | -17% | nt | -6% | 0%[76.3 µM]
CCCCN(C)S(=O)(=O)c1cc(Br)cc2c1N(C(=O)C1CC1)CC2 | 7% | -4% | -5% | -14% | -8% | -35% | -7% | -2%
COc1ccc(Oc2coc3cc(OC(=O)/C=C/c4ccc(F)cc4)ccc3c2=O)cc1 | -1% | 4% | -10% | -3% | -2% | -11%[10 µM] | -9% | 10%
COc1ccc(S(=O)(=O)N2CCOCC2)cc1NC(=O)CSc1nnc2c(n1)[nH]c1ccccc12 | 5% | nt | 1% | 3% | -24% | -5%[10 µM] | ? | -1%
COc1ccc(/C=C/C(=O)N2CCN(S(=O)(=O)c3ccccc3)CC2)cc1OC | -4% | 7% | 2% | -13% | -5% | -4% | -1% | -17%
CC(C(=O)O)c1n[nH]c(=O)c2ccccc12 (stereo unspecified) | -1% | 3% | -5% | -4% | -2% | 29% | -7% | -11%
CCOc1ccc(C(=O)Nc2cccc(-c3nc4cc(Cl)cc(Cl)c4o3)c2)cc1 | nt | nt | 0% | nt | -5% | nt | 3% | 15%[76.3 µM]
CC1(C)CC(=O)C(C2C3=C(CC(C)(C)CC3=O)Oc3ccccc32)C(=O)C1 (stereo unspecified) | 5% | nt | ? | 6% | -6% | 12%[10 µM] | -13% | 2%
COc1ccc(Cl)cc1NC(=O)NC(C)C | 5% | 8% | 0% | 4% | 1% | -32% | 0% | -6%
CN=CC1=C(O)C(C(=O)OC)C(C)(C)CC1=O (stereo unspecified) | 9% | 3% | -8% | -1% | -6% | -11% | 0% | 2%
COc1ccc(N(CC(=O)N2CCc3ccccc32)S(=O)(=O)c2c(C)n[nH]c2C)cc1 | 6% | ? | -9% | 0% | -20% | -6% | -1% | 0%

Copied from the list.
For Tau FP inhib, CC(C(=O)O)c1n[nH]c(=O)c2ccccc12 (stereo unspecified) has -7%
For GAA spleen mod, COc1ccc(S(=O)(=O)N2CCOCC2)cc1NC(=O)CSc1nnc2c(n1)[nH]c1ccccc12 has 3%
